TDP43 rescue = rescues yeast growth from TDP-43 toxicity; TDP-43 expressing yeast growth rescue, BacTiter-Glo, 24 h; Potency, µM (series often up to 46.1 µM), for inactives: at the highest dose growth rescue (activation), most hits filed as activators; 410,000 tested, 1.8% active; further: potency means the concentration at half of the fitted maximal effect; % of control where 0% means no effect; nearly all actives have a fitted effect of over 50% in size
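Galactose-induced TDP-43 yeast, OD600=0.02, compound pinned; 24 hr, 30 deg C; BacTiter-Glo luminescence for growth. Inhibitors of TDP-43 toxicity read as activators.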
Abeta rescue = A-beta toxicity reversal in yeast | AID 1347071 | yeast expressing A-beta42, growth rescue, OD600, 48 h; response scale: 0% DMSO, 100% iron-clioquinol control | Potency, µM (titrated, usually from 46.1 µM), without a hit: at the top dose growth rescue, hits mostly activators | 410,000 tested, 0.063% active; further: potency means the concentration at half of the fitted maximal effect; nearly all actives have a fitted effect of over 55% in size
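Growth rescue measured by 600 nm absorbance after 48 h yeast culture at 30 C with compound. Values normalized between DMSO and an equimolar ferric chloride plus clioquinol control.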
aSyn rescue = rescues yeast growth from alpha-synuclein toxicity; Yeast expressing alpha-synuclein, growth rescue, BacTiter-Glo, 24 h; Potency, µM (doses to about 46.1 µM), for inactives: at the top dose growth rescue (activation), usual class: activators; 370,000 tested, 0.14% active; AID 652106; further: potency means the concentration at half of the fitted maximal effect; % of control where 0% means no effect; nearly all actives have a fitted effect of over 65% in size
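Readout is rescue of growth in alpha-synuclein-expressing yeast, so inhibitors of toxicity appear as activators. Growth after 24 hr at 30 deg C in galactose medium is quantified by luminescence.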
FUS yeast rescue = rescues growth of FUS-expressing yeast. S. cerevisiae FUS-expressing, growth rescue, OD600, 24 h. Potency, µM (doses to about 76.6 µM), without a hit: at the top dose growth rescue (activation), usual class: activators. 390,000 tested, 0.24% active;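 further: potency means the concentration at half of the fitted maximal effect; plate controls were DMSO vehicle for no effect and reference control for full effect; nearly all actives have a fitted effect of over 55% in size; some results filed as inactive show a strong effect at the top dose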
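Quantitative HTS measuring growth restoration of FUS-toxic yeast. Galactose-induced cells (OD 0.005) were exposed 24hr at 30C to compounds at several concentrations, then absorbance at 600 nm was recorded.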
HEK293 tox = cytotoxicity counter-screen for GLP-1 receptor inverse agonists | HEK293 cAMP-luciferase reporter cells, luminescence, 24 h | Potency, µM (doses to about 38.3 µM), for the others: at the top dose activity change, negative = inhibition, hits mostly inhibitors | 410,000 tested, 0.13% active | AID 624418;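 further: loss of luciferase light is scored as toxicity; potency means the concentration at half of the fitted maximal effect; on the % scale 0 is the no-effect control and ±100 the full control effect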
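Here, cytotoxicity is scored as loss of luminescence. The MLSMR collection was tested on cells seeded in medium containing 10% Nu serum, with a 24 hr compound exposure preceded by 12 hours of culture.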
MmCpn inh = blocks the Methanococcus maripaludis chaperonin Mm-Cpn; 330,000 tested, 0.031% active; AID 504842; purified Mm-Cpn ATPase, ADP Transcreener TR-FRET; Potency, µM (highest dose often 76.9 µM), without a hit: at the top dose activity, negative = inhibition, hits mostly inhibitors; further: potency means the concentration at half of the fitted maximal effect; on the % scale 0 is the no-effect control and ±100 the full control effect; nearly all actives have a fitted effect of over 80% in size
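Eu-cryptate anti-ADP/ADP-d2 competition gives a ratio inversely related to ADP. Enzyme at 25 nM was pre-exposed to compound for 10 min, then given 10 uM ATP for 30 min, 37°C throughout.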
pAkt inh = blocks phosphorylation of Akt | Neuro2A IGF-stimulated pAkt S473 HTRF, 20 min; stronger effect = lower value | activity change, % for hits at 50 µM | 360,000 tested, 0.32% active; in the data active means activity change below about -80%; inconclusive means mostly about -51% to -80%; further: on the % scale 0 is the no-effect control and ±100 the full control effect
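Neuro2A cells (4,500/well, DMEM with 0.5% FBS) were treated with compound at a single 50 µM final concentration, stimulated with 6 nM IGF for 20 min at 37 °C, and lysed. Phospho-Akt Ser473 was read by HTRF as 665/615 ratio ×10^4.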
PTHR1 agonist = activates the human parathyroid hormone receptor PTHR1. 410,000 tested, 0.075% active. Q03431. HEK293 GP2 PTHR1 cells, GloSensor cAMP luminescence, 1 h. Potency, µM (series often up to 115 µM), for inactives: at the top dose activation, actives largely listed as activators; further: potency means the concentration at half of the fitted maximal effect; nearly all actives have a fitted effect of over 55% in size; some results filed as inactive show a strong effect at the top dose; inactives centre near -15; many of its hits are not listed in these tables
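HEK-293-derived GP2 cells expressing PTHR1 and a GloSensor cAMP reporter, 3,000/well, plated overnight, given luciferin plus IBMX (each 0.5 mM as added) for 1 h at 37 °C, then compound for 1 h at 37 °C. Luminescence was read after 15 min at room temperature.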
GLP1R inv ag = GLP-1 receptor (human) inverse agonism; HEK293 GLP-1R CRE-luciferase, luminescence, 24 h; GLP-1R form is constitutively active; 410,000 tested, 1.6% active; AID 624417; Potency, µM (doses to about 38.3 µM), for inactives: top-dose activity change, negative = inhibition, most hits filed as inhibitors; P43220; further: potency means the concentration at half of the fitted maximal effect; on the % scale 0 is the no-effect control and ±100 the full control effect; nearly all actives have a fitted effect of over 55% in size
Target sequence (P43220 whole entry, looked up): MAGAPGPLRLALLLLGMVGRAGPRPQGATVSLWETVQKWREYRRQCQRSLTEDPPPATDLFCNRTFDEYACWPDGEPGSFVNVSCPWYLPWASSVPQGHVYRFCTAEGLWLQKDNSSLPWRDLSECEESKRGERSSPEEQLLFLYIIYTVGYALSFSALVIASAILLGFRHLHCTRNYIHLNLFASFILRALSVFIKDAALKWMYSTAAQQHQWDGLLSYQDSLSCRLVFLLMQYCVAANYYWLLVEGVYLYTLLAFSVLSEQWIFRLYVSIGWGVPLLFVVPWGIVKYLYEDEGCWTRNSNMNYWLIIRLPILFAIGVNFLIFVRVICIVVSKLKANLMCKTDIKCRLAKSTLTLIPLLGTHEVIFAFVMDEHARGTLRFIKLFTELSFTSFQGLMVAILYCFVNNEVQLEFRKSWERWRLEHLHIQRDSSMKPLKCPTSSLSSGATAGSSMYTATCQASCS
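qHTS in 1536-well format: reporter HEK293 cells expressing constitutive GLP-1R activity in DMEM + 10% Nu serum, 24 hr with compounds at 37 deg C, luminescence read after 12 min with detection reagent.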
Starred values were filed as active, the others as inactive; i = inactive; u = inconclusive; x = no result given; & = joins results of further samples; [ ] = remark or other dose. Unless noted, the call rests on the fitted dose curve; in most records, active means well fitted curve in the direction sought with a large enough effect; inconclusive means small, poorly fitted or top-dose-only effect, or another doubt; inactive means no such curve, though single readings can be large; an effect the other way counts as inactive or inconclusive. Some of the compounds tested. The share of hits here may be higher or lower than overall.

Labels used below – A = TDP43 rescue; B = Abeta rescue; C = aSyn rescue; D = FUS yeast rescue; E = HEK293 tox; F = MmCpn inh; G = pAkt inh; H = PTHR1 agonist; I = GLP1R inv ag
CC(CC(=O)Nc1ccc2c(c1)c(=O)n(C)n2Cc1ccc(F)cc1)C(F)(F)F (stereo not given)
  A: 22%; B: -15%; C: -2%; D: -14%; E: -4%; F: x; G: i; H: -10%; I: -4%
COCc1cc(=O)n2[nH]c(C)nc2n1
  A: -1%; B: 2%; C: 2%; D: -3%; E: 1%; F: 1%; G: i; H: i; I: 3%
CC1CCN(CC(=O)Nc2nn(-c3ccccc3)nc2C(N)=O)CC1
  A: u; B: -10%; C: 1%; D: 6%; E: 2%; F: -2%; G: i; H: -11%; I: 1%
COc1cc(OC)c(C2=NOC(C(=O)Nc3cc(C)nn3-c3ccccc3)C2)cc1Cl (stereo not given)
  A: 1%; B: -7%; C: 0%; D: 36%; E: -22%; F: 0%; G: i; H: -16%[57.5 µM]; I: 4%
O=C(NCCOCCOCCNC(=O)c1ccccc1)c1ccccc1
  A: 5%; B: -20%; C: -4%; D: -9%; E: 10%; F: u; G: i; H: i; I: 14%
COc1ccccc1CNC(=O)COCc1cc(-c2cccs2)on1
  A: u; B: 15%; C: x; D: 11%; E: -11%; F: x; G: x; H: -22%; I: -14%
COc1ccc(C(C(=O)NC(C)(C)C)n2c(COc3ccc(C)cc3)nc3ccccc32)cc1 (stereo not given)
  A: 7%; B: 6%; C: -7%; D: u; E: 4%; F: x; G: i; H: -14%; I: u
CC1CCC/C(=N/Nc2nc3ccccc3s2)C1 (stereo not given)
  A: 10%; B: 14%; C: -7%; D: 1%; E: -27%; F: 3%; G: i; H: -27%; I: -25%
CCOc1ccc(NC(=O)CSc2ncc3c(n2)-c2cc(Cl)ccc2N(C)S3(=O)=O)cc1
  A: -8%; B: -15%; C: x; D: -16%; E: 17%; F: x; G: x; H: u; I: -9%
Cc1ccc(CN2CCN(/N=C\c3cccc([N+](=O)[O-])c3)CC2)cc1
  A: 5%; B: 11%; C: 3%; D: 8%; E: 11%; F: -5%; G: i; H: -8%; I: u
COCCn1c(N)c(N(Cc2ccccc2)C(=O)C2CCCC2)c(=O)[nH]c1=O
  A: 10%; B: 5%; C: 2%; D: 10%; E: 8%[7.66 µM]; F: 2%; G: i; H: i; I: 4%[7.66 µM]
Cc1cc(C)cc(NC2=NC3(CCCCC3)N=C(N)N2)c1
  A: 26%; B: 35%; C: 0%; D: -1%; E: u; F: 2%; G: i; H: i; I: u
Cc1[nH]n(-c2cccc3ccccc23)c(=O)c1C=Nc1ccc2[nH]c(=O)[nH]c2c1
  A: 14%; B: 12%; C: 1%; D: 20%; E: -2%; F: 0%; G: i; H: i; I: 11%
NCCCS(=O)(=O)O
  A: u; B: 11%&-14%; C: 3%&3%&11%; D: -25%&-29%; E: 4%&-1%; F: 0%&-6%; G: i; H: -23%; I: -2%&4%
COC(=O)c1ccccc1NC(=O)c1ccc(-c2ccccc2F)o1
  A: -15%; B: -5%; C: 1%; D: -18%; E: -9%; F: -1%; G: i; H: -7%[57.5 µM]; I: 9%

Taken from above:
Cc1ccc(CN2CCN(/N=C\c3cccc([N+](=O)[O-])c3)CC2)cc1 – aSyn rescue = 3%
Cc1[nH]n(-c2cccc3ccccc23)c(=O)c1C=Nc1ccc2[nH]c(=O)[nH]c2c1 – Abeta rescue = 12%

6 structures out of the list, sorted by number of heavy atoms, largest number first.
Labels used below – A = TDP43 rescue; B = Abeta rescue; C = aSyn rescue; D = FUS yeast rescue; E = HEK293 tox; F = MmCpn inh; G = pAkt inh; H = PTHR1 agonist; I = GLP1R inv ag
COc1ccc(C(C(=O)NC(C)(C)C)n2c(COc3ccc(C)cc3)nc3ccccc32)cc1 (stereo not given)
  A: 7%; B: 6%; C: -7%; D: u; E: 4%; F: x; G: i; H: -14%; I: u
CC(CC(=O)Nc1ccc2c(c1)c(=O)n(C)n2Cc1ccc(F)cc1)C(F)(F)F (stereo not given)
  A: 22%; B: -15%; C: -2%; D: -14%; E: -4%; F: x; G: i; H: -10%; I: -4%
COCCn1c(N)c(N(Cc2ccccc2)C(=O)C2CCCC2)c(=O)[nH]c1=O
  A: 10%; B: 5%; C: 2%; D: 10%; E: 8%[7.66 µM]; F: 2%; G: i; H: i; I: 4%[7.66 µM]
Cc1ccc(CN2CCN(/N=C\c3cccc([N+](=O)[O-])c3)CC2)cc1
  A: 5%; B: 11%; C: 3%; D: 8%; E: 11%; F: -5%; G: i; H: -8%; I: u
Cc1cc(C)cc(NC2=NC3(CCCCC3)N=C(N)N2)c1
  A: 26%; B: 35%; C: 0%; D: -1%; E: u; F: 2%; G: i; H: i; I: u
COCc1cc(=O)n2[nH]c(C)nc2n1
  A: -1%; B: 2%; C: 2%; D: -3%; E: 1%; F: 1%; G: i; H: i; I: 3%

Further entries.
Labels used below – A = TDP43 rescue; B = Abeta rescue; C = aSyn rescue; D = FUS yeast rescue; E = HEK293 tox; F = MmCpn inh; G = pAkt inh; H = PTHR1 agonist; I = GLP1R inv ag
CSc1nnc(Cn2c(=O)sc3ccccc32)n1CCc1ccccc1
  A: 13%; B: 2%; C: -8%; D: -13%; E: u; F: 0%; G: i; H: -24%; I: u
COc1ccc2ccccc2c1CN1CCN(C(=O)c2ccccc2)CC1
  A: -3%; B: -1%; C: -2%; D: -2%; E: -8%; F: -3%; G: i; H: i; I: 10µM*
Cc1ccnc(SCC(N)=O)n1
  A: -2%; B: -19%; C: -3%; D: -13%; E: 15%; F: -1%; G: i; H: -10%; I: -6%
COC(=O)C1(C(F)(F)F)N=C(N(C)C)OC(N(C)C)=N1
  A: 27%; B: 18%[9.22 µM]; C: 0%; D: -52%; E: -2%; F: 1%; G: i; H: i; I: 1%
CCOC(=O)C1(CCOC)CCN(Cc2ccc(C3CCCCO3)s2)CC1 (stereo not given)
  A: -24%[0.397 µM]; B: -6%; C: 6%; D: 4%; E: 3%; F: 2%; G: i; H: -23%; I: u
CCN(CC)c1cc(C)c2cc(NC(=O)c3ccc(F)cc3Cl)ccc2n1
  A: 24%; B: -7%; C: x; D: 10%; E: u; F: x; G: x; H: -42%[inhibitor]; I: u
O=C(CSc1cccc[n+]1[O-])c1ccc(-c2ccccc2)cc1
  A: u; B: -8%; C: -60%[inhibitor]; D: 14%; E: u; F: 2%; G: i; H: -9%; I: u
Cc1ccc(S(=O)(=O)Nc2cccc3c2O[C@H](CN(C)Cc2ccc(-c4ccccc4)cc2)[C@@H](C)CN([C@H](C)CO)C3=O)cc1
  A: 27%; B: 4%; C: 4%; D: u; E: -12%; F: -5%; G: i; H: i; I: u
CCOC(=O)Cc1csc(NC(=O)COc2ccc(N(C)S(=O)(=O)c3ccc(C)cc3)cc2)n1
  A: -2%; B: -7%; C: -5%; D: 29%; E: -7%; F: -3%; G: i; H: -35%[inhibitor]; I: u

Records listed so far shown as hits in GLP1R inv ag:
molecule	MmCpn inh	pAkt inh	PTHR1 agonist	GLP1R inv ag
COc1ccc2ccccc2c1CN1CCN(C(=O)c2ccccc2)CC1	-3%	i	i	10µM*
